Hck Nef HTS – human Hck-Nef kinase inhibition. P08631. Recombinant Hck-YEEI plus Nef, Z-Lyte FRET kinase assay. inhibition, % at 20 µM. 220,000 tested, 0.68% active;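 active means Hck-Nef kinase inhibition above about 50%, limit read from the data; inactive means inhibition below that limit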;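 further: 0% = DMSO with Hck plus Nef and 100% = Hck alone without Nef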
Runt-CBFb FRET – Runt domain-CBFb interaction inhibition; AID 1496; 220,000 tested, 0.46% active; Cerulean-Runt/Venus-CBFb FRET ratio 530/480, 1 h; inhibition, % at 20 µM; Q01196+Q13951;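 active means inhibition over about 50% at 20 µM in the single-dose screen, limit read from the data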;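 further: 0% = DMSO wells and 100% = excess unlabeled CBFb competitor control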
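Assay system: Cerulean-tagged RUNX1 Runt domain (FRET donor) fusion protein / Amount: 100 nM each of Venus-CBFb and Cerulean-Runt domain / Medium: Tris buffer pH 7.5 with salts and BSA / Also added: Venus-CBFb 100 nM / Schedule: 1 h complex formation plus 1 h compound treatment, room temperature / Signal: FRET fluorescence / Read-out: loss of energy transfer signal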
TbHK1 inh – blocks Trypanosoma brucei hexokinase 1 activity; recombinant TbHK1, G6PDH-coupled NADH A340; inhibition, % at 10 µM; AID 1430; 220,000 tested, 0.11% active;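 active means inhibition of 50% or more in the single-dose primary screen; inactive means inhibition below 50%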
Mdm2 ligase inh – blocks human Mdm2 ubiquitin ligase activity; 210,000 tested, 0.11% active; cell-based MDM2 ubiquitination luciferase reporter, 2 h; 0 = plate control, 100 = twice control, blank-subtracted; signal enhancement, % at 5 µM; AID 1230;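 active means signal enhancement of 30% or more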;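 further: luminescence tracks abundance of the self-degrading MDM2-luciferase fusion protein; higher signal means inhibition of MDM2 E3 ligase activity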
Target sequence (Q00987 whole entry, looked up, the tested form may be a part): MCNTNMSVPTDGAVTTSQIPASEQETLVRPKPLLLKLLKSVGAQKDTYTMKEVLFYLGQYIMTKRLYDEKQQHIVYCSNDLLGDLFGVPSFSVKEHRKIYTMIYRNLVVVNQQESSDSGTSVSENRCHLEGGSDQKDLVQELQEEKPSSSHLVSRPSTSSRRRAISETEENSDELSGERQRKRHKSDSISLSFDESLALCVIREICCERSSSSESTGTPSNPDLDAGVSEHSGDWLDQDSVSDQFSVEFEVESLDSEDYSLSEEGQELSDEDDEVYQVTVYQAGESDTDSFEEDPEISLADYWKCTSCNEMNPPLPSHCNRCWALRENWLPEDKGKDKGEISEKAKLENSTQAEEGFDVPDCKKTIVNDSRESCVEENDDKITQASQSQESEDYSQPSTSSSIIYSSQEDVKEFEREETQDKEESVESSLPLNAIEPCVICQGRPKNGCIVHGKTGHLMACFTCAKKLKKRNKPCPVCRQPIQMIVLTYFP
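system = mammalian cells stably expressing self-ubiquitinating, self-degrading MDM2 E3–luciferase fusion | quantity = 2000 cells per well seeded | incubation = 4 h cell settling then 2 h compound exposure, 37 °C | signal = SteadyLite luminescence, 15 min reagent step | benchmarks = plate control and blank wells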
NCF1 inh – inhibitors of human p47phox binding | inhibition, % at 24.7 µM | 220,000 tested, 0.53% active | P14598 | p47phox/p22phox peptide binding, fluorescence polarization, 2 h;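 active means inhibition above about 30%, limit read from the data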;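 further: 0% = p47phox with labelled peptide and 100% = labelled peptide alone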
Target sequence (P14598 whole entry, looked up): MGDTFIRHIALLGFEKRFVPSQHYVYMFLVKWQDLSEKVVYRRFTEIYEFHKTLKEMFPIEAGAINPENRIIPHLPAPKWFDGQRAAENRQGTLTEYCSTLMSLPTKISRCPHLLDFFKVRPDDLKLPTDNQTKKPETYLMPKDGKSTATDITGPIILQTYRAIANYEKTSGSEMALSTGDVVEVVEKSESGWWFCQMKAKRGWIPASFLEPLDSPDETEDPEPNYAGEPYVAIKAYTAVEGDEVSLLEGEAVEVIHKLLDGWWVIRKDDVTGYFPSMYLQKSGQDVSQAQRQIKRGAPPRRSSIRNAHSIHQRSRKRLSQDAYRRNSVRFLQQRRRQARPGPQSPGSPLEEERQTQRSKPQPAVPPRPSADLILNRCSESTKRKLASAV
EBV gp42 block – inhibitors of Epstein-Barr virus glycoprotein 42 | Q1HVG2 | Fluorescence polarization binding assay, mP read-out | inhibition, % (tested at 21.74 µM) | 220,000 tested, 0.42% active; in the data active means inhibition above about 50%
14-3-3 Bad inh – disrupts binding of bovine 14-3-3 zeta to phospho-Bad peptide. P63103. TR-FRET 14-3-3zeta/Dy647-pBad peptide displacement, 1 h. inhibition, % at 21.7 µM. 220,000 tested, 0.71% active;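 active means inhibition above about 70%, limit read from the data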;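 further: 0% = full 14-3-3 plus peptide FRET controls and 100% = background without 14-3-3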
L929 necroptosis – blocks zVAD induced death of L929 cells | L929 zVAD necroptosis rescue, ATP luminescence, 24 h; with zVAD 60 µM | viability rescue, % at 10 µM | 220,000 tested, 0.38% active | AID 1377;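 active means activation, scaled between plate controls, above about 75%, limit read from the data; inactive means activation under that limit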;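 further: 0% = zVAD with DMSO and 100% = DMSO alone without zVAD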
Runt-SMMHC FRET – blocks binding of human RUNX1 Runt domain to CBFb-SMMHC | AID 1434 | 220,000 tested, 0.74% active | Q01196+Q13951 | Cerulean-Runt/Venus-CBFb-SMMHC FRET ratio 530/480, 1 h | inhibition, % at 20 µM;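 active means mean inhibition across duplicate retests at 20 µM reaching about 50%, limit read from the data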;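 further: 0% = DMSO wells and 100% = wells with excess untagged CBFb-SMMHC; inhibitors lower the FRET ratio by blocking Runt binding to CBFb-SMMHC; some results filed as inactive read as strong as hits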
* hit, by the source's call; [ ] = another dose, or the depositor's remark. Random draw from the library; about 3.2% have a hit in one of these screens.

For C/C(=N\NC(=O)C(C)Oc1ccc([N+](=O)[O-])cc1)c1ccccn1 (configuration not stated) the results were Hck Nef HTS -1.4, Runt-CBFb FRET -0.3, TbHK1 inh 4.9, Mdm2 ligase inh 8.4, NCF1 inh -5.4, EBV gp42 block -34.6, 14-3-3 Bad inh 1.6, L929 necroptosis 63.5 and Runt-SMMHC FRET 2.6.
For Cc1csc(NC(=O)CSc2nnc(-c3ccccc3)o2)n1 the results were Hck Nef HTS 9.6, Runt-CBFb FRET 2.7, TbHK1 inh 0.9, Mdm2 ligase inh -6.8, NCF1 inh -16.8, EBV gp42 block 2.5, 14-3-3 Bad inh -4.1, L929 necroptosis 0.5 and Runt-SMMHC FRET 3.5.
For CCOc1cc(/C=N/Nc2nncc(-c3ccccc3)n2)ccc1O the results were Hck Nef HTS 16.1, Runt-CBFb FRET 1.9, TbHK1 inh -45.4, Mdm2 ligase inh -19.2, NCF1 inh -1.7, EBV gp42 block -15.6, 14-3-3 Bad inh -4.1, L929 necroptosis 0.5 and Runt-SMMHC FRET -0.1.
For CCN(CC)CCNC(=O)C(=O)NCC1OCCN1S(=O)(=O)c1ccc2c(c1)OCCO2 (configuration not stated) the results were Hck Nef HTS 16.6, Runt-CBFb FRET 1.7, TbHK1 inh -3.9, Mdm2 ligase inh -15.6, NCF1 inh -0.2, EBV gp42 block -15.3, 14-3-3 Bad inh -10.1, L929 necroptosis 1.1 and Runt-SMMHC FRET 0.1.
Screening Cc1ccc(S(=O)(=O)N2CCCC2C(=O)OCC(=O)Nc2ccc3c(c2)OCO3)cc1 (configuration not stated) returned Hck Nef HTS 0.2, Runt-CBFb FRET -1.3, TbHK1 inh -3.9, Mdm2 ligase inh -14.8, NCF1 inh -4.6, EBV gp42 block -1.9, 14-3-3 Bad inh -1.7, L929 necroptosis -0.4 and Runt-SMMHC FRET 0.4.
`CCc1cc(=O)oc2cc(C)c3c(C)coc3c12` gave Hck Nef HTS 5.6, Runt-CBFb FRET 1.5, TbHK1 inh -5.8, Mdm2 ligase inh -11.1, NCF1 inh -9.7, EBV gp42 block -18.8, 14-3-3 Bad inh -5.6, L929 necroptosis -0.1 and Runt-SMMHC FRET -1.4.
For O=[N+]([O-])c1cc(Cl)ccc1NCCNS(=O)(=O)c1ccccc1 the results were Hck Nef HTS 1.6, Runt-CBFb FRET -3.8, TbHK1 inh 2.6, Mdm2 ligase inh -12.0, NCF1 inh -35.3, EBV gp42 block 37.1, 14-3-3 Bad inh -9.0, L929 necroptosis 0.6 and Runt-SMMHC FRET -2.7.
Screening CC(=O)Nc1ccc(OC(=O)c2ccco2)cc1 returned Hck Nef HTS 8.7, Runt-CBFb FRET 0.9, TbHK1 inh 9.9, NCF1 inh 6.8, EBV gp42 block -0.5, 14-3-3 Bad inh -6.7[fluorescence artefact?], L929 necroptosis 0.7 and Runt-SMMHC FRET 2.5.
`COc1ccc(CNC(=O)C/C(C)=N/NC(=O)Cc2ccc(OC)cc2)cc1` gave Hck Nef HTS 6.6, Runt-CBFb FRET 0.2, TbHK1 inh 8.3, Mdm2 ligase inh 11.1, NCF1 inh -2.5, EBV gp42 block -18.5, 14-3-3 Bad inh 7.7, L929 necroptosis 1.0 and Runt-SMMHC FRET -2.2.
Screening Cn1c(CNC(=O)Nc2ccccc2)nnc1SCc1ccccc1 returned Hck Nef HTS 1.9, Runt-CBFb FRET -2.1, TbHK1 inh 7.0, Mdm2 ligase inh -14.8, NCF1 inh 3.0, EBV gp42 block -13.6, 14-3-3 Bad inh -8.9, L929 necroptosis 0.7 and Runt-SMMHC FRET 2.7.
For Cc1cc2cc(CNC(=O)c3ccco3)ccc2n1C the results were Hck Nef HTS 31.0, Runt-CBFb FRET -4.2, TbHK1 inh -7.2, Mdm2 ligase inh -9.5, NCF1 inh 2.2, EBV gp42 block -5.2, 14-3-3 Bad inh -4.3, L929 necroptosis -1.3 and Runt-SMMHC FRET -4.2.
Screening COC(=O)c1ccc(-n2nnnc2SCC(=O)NCc2cccc(C(=O)O)c2)cc1 returned Hck Nef HTS 9.6, Runt-CBFb FRET 0.7, TbHK1 inh 39.5, Mdm2 ligase inh -2.7, NCF1 inh 3.1, EBV gp42 block -10.8, 14-3-3 Bad inh -10.5, L929 necroptosis 2.5 and Runt-SMMHC FRET -4.3.
Screening COC(=O)c1ccc(OC)c(CSc2nnc(COc3cccc(C)c3)o2)c1 returned Hck Nef HTS -4.3, Runt-CBFb FRET -1.6, TbHK1 inh -1.8, Mdm2 ligase inh -14.3, NCF1 inh -12.2, EBV gp42 block -1.3, 14-3-3 Bad inh -9.3[fluorescence artefact?], L929 necroptosis 1.5 and Runt-SMMHC FRET -2.6.
O=C(Nc1cccc(Cl)c1)Nc1nnc(-c2ccncc2)s1 was read as Hck Nef HTS 56.8*, Runt-CBFb FRET -7.4, TbHK1 inh 3.4, Mdm2 ligase inh -14.0, NCF1 inh -9.3, EBV gp42 block 40.5, 14-3-3 Bad inh 81.0*, L929 necroptosis 29.7 and Runt-SMMHC FRET -6.6.
Screening CC(=O)Nc1ccc(/C(C)=N/NC(=O)c2ccc(F)cc2)cc1 returned Hck Nef HTS 5.1, Runt-CBFb FRET -1.8, TbHK1 inh -7.9, Mdm2 ligase inh -4.4, NCF1 inh -3.5, EBV gp42 block -0.2, 14-3-3 Bad inh -3.0[fluorescence artefact?], L929 necroptosis 0.1 and Runt-SMMHC FRET -3.4.
`Fc1cc2nc(-c3ccncc3)[nH]c2cc1F` gave Hck Nef HTS 3.5, Runt-CBFb FRET -0.7, TbHK1 inh -14.8, Mdm2 ligase inh -12.0, NCF1 inh -10.5, EBV gp42 block -19.2, 14-3-3 Bad inh 16.5, L929 necroptosis 2.4 and Runt-SMMHC FRET -4.4.
`Cc1ccccc1NC(=O)c1sc2nc3c(c(-c4ccco4)c2c1N)CCCC3` gave Hck Nef HTS 0.8, Runt-CBFb FRET 12.6, TbHK1 inh -14.3, Mdm2 ligase inh -11.3, NCF1 inh -4.9, EBV gp42 block 2.0, 14-3-3 Bad inh -11.5[fluorescence artefact?], L929 necroptosis 0.2 and Runt-SMMHC FRET -13.0.
COc1ccc(NC(=O)Cn2nnc(-c3ccccc3NS(=O)(=O)c3ccc(OC)cc3)n2)cc1 was read as Hck Nef HTS 2.1, Runt-CBFb FRET 2.6, TbHK1 inh 7.4, Mdm2 ligase inh -12.8, NCF1 inh -22.1, EBV gp42 block -8.5, 14-3-3 Bad inh -3.2, L929 necroptosis -1.3 and Runt-SMMHC FRET -3.4.
For COc1ccc(N(CC(=O)Nc2ccc(C)cc2C)S(=O)(=O)c2ccccc2[N+](=O)[O-])c(OC)c1 the results were Hck Nef HTS 13.0, Runt-CBFb FRET 1.6, TbHK1 inh -1.6, Mdm2 ligase inh 1.0, NCF1 inh -2.4, EBV gp42 block -25.3, 14-3-3 Bad inh 4.8, L929 necroptosis -0.9 and Runt-SMMHC FRET -1.4.
Cc1[nH][nH]c(=O)c1C(c1c(C)[nH][nH]c1=O)c1cn(Cc2ccc(F)cc2)c2ccccc12 was read as Hck Nef HTS 18.6, Runt-CBFb FRET -17.6, TbHK1 inh 24.8, Mdm2 ligase inh -7.9, NCF1 inh -6.4, EBV gp42 block 1.2, 14-3-3 Bad inh -24.6, L929 necroptosis 0.7 and Runt-SMMHC FRET -8.0.
`O=c1ccnc(SCCC(F)=C(F)F)[nH]1` gave Hck Nef HTS 18.0, Runt-CBFb FRET -2.2, TbHK1 inh -0.5, Mdm2 ligase inh -1.8, NCF1 inh 6.1, EBV gp42 block -11.6, 14-3-3 Bad inh 3.8, L929 necroptosis 0.6 and Runt-SMMHC FRET 1.4.
For Cc1ccc(C(=O)Oc2coc(CSc3nnc(NC(=O)C4CC4)s3)cc2=O)cc1C the results were Hck Nef HTS 4.1, Runt-CBFb FRET -1.2, TbHK1 inh -0.5, Mdm2 ligase inh 0.3, NCF1 inh -6.8, EBV gp42 block -19.1, 14-3-3 Bad inh 11.4[fluorescence artefact?], L929 necroptosis -0.2 and Runt-SMMHC FRET -1.4.
`CSc1ccc(/C=C(/NC(=O)c2ccc(C)cc2)C(=O)Nc2cccc(F)c2)cc1` gave Hck Nef HTS 2.3, Runt-CBFb FRET 2.8, TbHK1 inh -13.5, Mdm2 ligase inh -12.3, NCF1 inh 67.3*, EBV gp42 block -47.5, 14-3-3 Bad inh 3.2, L929 necroptosis 0.9 and Runt-SMMHC FRET -1.5.
Screening O=C1NCCN/C1=C\C(=O)c1cccc(Br)c1 returned Hck Nef HTS 17.3, Runt-CBFb FRET 1.2, TbHK1 inh -15.8, Mdm2 ligase inh -6.9, NCF1 inh -5.1, EBV gp42 block -6.3, 14-3-3 Bad inh -8.1, L929 necroptosis -0.1 and Runt-SMMHC FRET -0.6.
`O=C(NC1CCCCC1)C1CCCN1S(=O)(=O)c1cccc2nsnc12` (configuration not stated) gave Hck Nef HTS 1.8, Runt-CBFb FRET -1.9, TbHK1 inh -6.1, Mdm2 ligase inh -15.9, NCF1 inh -8.8, EBV gp42 block 5.9, 14-3-3 Bad inh -1.0, L929 necroptosis 0.1 and Runt-SMMHC FRET 1.4.
CCCCOc1ccc(-c2ncc(Cl)cn2)cc1 was read as Hck Nef HTS 0.5, Runt-CBFb FRET 1.0, TbHK1 inh -10.6, Mdm2 ligase inh -32.3, NCF1 inh -4.5, EBV gp42 block -22.0, 14-3-3 Bad inh 2.4, L929 necroptosis 0.4 and Runt-SMMHC FRET 0.1.
`COc1ccc(/C=N/n2cnnc2)cc1Br` gave Hck Nef HTS 16.9, Runt-CBFb FRET -0.8, TbHK1 inh -7.4, Mdm2 ligase inh -2.3, NCF1 inh -3.6, EBV gp42 block -15.9, 14-3-3 Bad inh -2.2, L929 necroptosis 0.3 and Runt-SMMHC FRET -2.6.
`Cc1cc(S(=O)(=O)NCc2ccccc2)ccc1OCC(=O)N1CCOCC1` gave Hck Nef HTS -0.5, Runt-CBFb FRET 1.0, TbHK1 inh -1.6, Mdm2 ligase inh -0.9, NCF1 inh -8.1, EBV gp42 block -13.9, 14-3-3 Bad inh 3.9, L929 necroptosis 0.3 and Runt-SMMHC FRET 2.2.
`CC(C)S(=O)(=O)c1nsc2nc(=O)c(/C=C3\C=Nc4ccccc43)c(N)n12` gave Hck Nef HTS 1.7, Runt-CBFb FRET 35.4, TbHK1 inh -5.5, Mdm2 ligase inh -6.5, NCF1 inh -12.0, EBV gp42 block 1.3, 14-3-3 Bad inh 3.9, L929 necroptosis 2.5 and Runt-SMMHC FRET 79.8*.
Screening O=c1cc(-c2ccccc2)nc(SCc2ccc(Cl)cc2)[nH]1 returned Hck Nef HTS 6.6, Runt-CBFb FRET -2.3, TbHK1 inh -6.6, Mdm2 ligase inh -15.6, NCF1 inh -8.9, EBV gp42 block -12.3, 14-3-3 Bad inh -3.6, L929 necroptosis 0.1 and Runt-SMMHC FRET 0.8.

Assay outcomes deposited in PubChem BioAssay by several laboratories.
